Bioassay records from PubChem.
Mcl1 Noxa PPI – Mcl-1/Noxa binding inhibitors, primary screen, biochemical, TR-FRET, 1536-well | Induced myeloid leukemia cell differentiation protein Mcl-1 (Homo sapiens), Q07820 | TR-FRET Mcl-1/Noxa peptide binding, 2 h | inhibition, % at 21.7 µM | hit rate 1.5% among 220,000 | AID 1022, 2008;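 active = compounds that cut the protein-peptide binding signal by more than 50% relative to plate controls in a single-dose test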;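 note: His-tagged Mcl-1 with rhodamine Noxa BH3 peptide and terbium anti-His antibody; 0% = Mcl-1 plus Noxa peptide wells and 100% = peptide-only wells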
Mcl1 Bid PPI – Mcl-1/Bid binding inhibitors, primary screen, biochemical, TR-FRET, 1536-well. inhibition, % at 21.7 µM. hit rate 0.97% among 220,000. TR-FRET Mcl-1/Bid-Dy647 peptide binding. AID 1021, 2008;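 active = compounds that cut the binding signal by more than half at the single screening dose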;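 note: His-tagged Mcl-1 with europium anti-His antibody binding Bid BH3 peptide; 0% = Mcl-1 plus peptide wells and 100% = peptide-only wells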
ABCB1 block – ABCB1 efflux pump inhibitors, primary screen, cell-based, multiplex, flow cytometry, ABCG2 counter-screen; ATP-dependent translocase ABCB1 (Homo sapiens), P08183; CCRF-Adr cells, JC-1 efflux; inhibition, % at 6.6 µM; hit rate 0.067% among 190,000; AID 1326, 2008; in the data active = inhibition above about 40%;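 note: 0% = vehicle and 100% = reference inhibitor; higher value means more JC-1 retained so stronger ABCB1 efflux block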
Target sequence (P08183 whole entry, looked up): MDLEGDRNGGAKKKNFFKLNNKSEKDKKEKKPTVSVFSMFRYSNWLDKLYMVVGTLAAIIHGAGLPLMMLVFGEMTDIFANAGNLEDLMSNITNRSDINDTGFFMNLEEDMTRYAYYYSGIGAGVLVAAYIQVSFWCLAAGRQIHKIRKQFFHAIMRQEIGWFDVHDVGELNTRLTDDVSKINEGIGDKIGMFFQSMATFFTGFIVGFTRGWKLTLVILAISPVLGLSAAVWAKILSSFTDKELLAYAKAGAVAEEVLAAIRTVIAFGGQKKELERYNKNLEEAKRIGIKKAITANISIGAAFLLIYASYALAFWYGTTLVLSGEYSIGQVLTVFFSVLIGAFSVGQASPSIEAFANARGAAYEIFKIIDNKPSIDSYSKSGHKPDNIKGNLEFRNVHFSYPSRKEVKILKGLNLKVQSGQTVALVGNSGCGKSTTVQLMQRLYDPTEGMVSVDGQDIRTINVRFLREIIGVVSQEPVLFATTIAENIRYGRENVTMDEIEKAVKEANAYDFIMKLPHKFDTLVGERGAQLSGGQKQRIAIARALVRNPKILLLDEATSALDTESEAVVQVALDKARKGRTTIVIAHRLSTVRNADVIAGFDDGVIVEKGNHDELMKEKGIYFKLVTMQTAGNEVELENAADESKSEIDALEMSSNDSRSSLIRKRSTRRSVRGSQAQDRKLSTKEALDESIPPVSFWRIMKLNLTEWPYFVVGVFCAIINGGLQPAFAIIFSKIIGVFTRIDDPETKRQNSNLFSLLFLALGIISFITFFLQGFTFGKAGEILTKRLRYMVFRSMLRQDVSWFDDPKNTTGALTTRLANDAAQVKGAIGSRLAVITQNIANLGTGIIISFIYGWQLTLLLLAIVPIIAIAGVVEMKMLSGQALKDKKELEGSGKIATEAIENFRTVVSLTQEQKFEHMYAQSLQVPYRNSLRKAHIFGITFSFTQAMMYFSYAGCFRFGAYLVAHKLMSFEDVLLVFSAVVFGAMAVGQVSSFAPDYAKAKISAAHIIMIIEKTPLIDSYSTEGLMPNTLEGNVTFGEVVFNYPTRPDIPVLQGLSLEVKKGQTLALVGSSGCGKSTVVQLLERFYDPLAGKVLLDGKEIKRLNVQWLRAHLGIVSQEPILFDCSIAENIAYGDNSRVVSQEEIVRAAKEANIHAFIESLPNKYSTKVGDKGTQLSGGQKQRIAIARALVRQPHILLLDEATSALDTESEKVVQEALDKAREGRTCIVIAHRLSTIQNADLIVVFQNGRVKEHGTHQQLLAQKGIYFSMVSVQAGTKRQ
Mcl-1 Bim block – inhibitors of Bim peptide binding to Mcl-1, primary screen, biochemical, bead-based flow cytometry, multiplex. Induced myeloid leukemia cell differentiation protein Mcl-1 (Homo sapiens), Q07820. Bim peptide-Mcl-1 binding. inhibition, % at 10 µM. hit rate 0.1% among 190,000. AID 1009, 2008; in the data active = inhibition above about 40%;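 note: 0% = no compound tracer wells and 100% = peptide blocker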
RGS4-Gao reg – modulators of RGS4 binding to Galphao, primary screen, biochemical, multiplexed bead flow cytometry; AID 1415, 2008; actives lie on both sides; binding response (% of control), % at 10 µM; hit rate 0.33% among 220,000; in the data active = binding response below about 49% or above about 150%; inactive = in between;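 note: fluorescent Galphao activated with aluminum fluoride binding bead-coupled RGS4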
RGS8-Gao – RGS8-Galphao binding modulators, primary screen, biochemical, multiplexed bead flow cytometry. response (percent of control binding), % at 10 µM. actives lie on both sides. hit rate 0.34% among 220,000. AID 1423, 2008; in the data active = response below about 60% or above about 140%; inactive = in between;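 note: Galphao activated as the GDP aluminium fluoride complex binding bead-coupled RGS8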
RGS7-Gao reg – RGS7-Galphao binding modulators, primary screen, biochemical, multiplexed bead flow cytometry; Guanine nucleotide-binding protein G(o) subunit alpha (Homo sapiens), P09471; actives lie on both sides; binding response (% of control), % at 10 µM; hit rate 0.35% among 220,000; AID 1439, 2008; in the data active = binding response below about 49% or above about 150%; inconclusive = no clear call, values can overlap the other calls; inactive = in between;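 note: fluorescent Galphao held in activated GDP-AlF4 state binding bead-coupled RGS7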
Avidin fluor – green autofluorescence of compounds with avidin beads – biophysical, 488/530 nm, flow cytometry, artefact control, profiling panel | AID 1775, 2009 | compound fluorescence 488/530 nm; hits give high values | fluorescence (KMESF) at 10 µM | hit rate 0.38% among 220,000; in the data active = fluorescence above about 47; note: inactives centre near 10
ABCG2 block – ABCG2 efflux pump inhibitors, primary screen, multiplex with ABCB1, IgMXP3 cells, flow cytometry | hit rate 0.1% among 190,000 | inhibition, % at 6.6 µM | Broad substrate specificity ATP-binding cassette transporter ABCG2 (Homo sapiens), Q9UNQ0 | AID 1325, 2008 | JC-1 efflux;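 active = inhibition above 80%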;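 note: 0% = DMSO and 100% = nicardipine control wells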
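material = IgMXP3 (ABCG2) plus far-red-tagged CCRF-Adr (ABCB1) cells | amount = 3 million cells/mL, equal mix of both lines | also added = JC-1 transporter substrate | dosing = one concentration, 6.6 µM final | schedule = 10 min at 25 °C | measured by = flow cytometric JC-1 green MFI at 530 nm | read-out basis = percent efflux inhibition, scaled nicardipine 100% to DMSO 0%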
Pf gametocyte – late stage P. falciparum gametocyte viability inhibitors, primary screen, ATP luminescence, HTS | inhibition, % at 10.9 µM | P. falciparum stage V gametocytes, 24 h | hit rate 0.065% among 150,000;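 active = inhibition above the mean plus 3 SD of compounds within the control limits, set per campaign, cut at about 38% in these data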;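 note: 0% = DMSO wells and 100% = medium only without gametocytes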
GSH fluor – compound fluorescence on glutathione beads, profiling panel, artefact control, biophysical, 488/530 nm, flow cytometry; fluorescence (KMESF) at 10 µM; GSH beads flow cytometry, compound fluorescence 488/530 nm; hits give high values; hit rate 0.25% among 190,000; in the data active = fluorescence above about 89;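 note: glutathione beads carrying GST-tagged Bcl family fusion proteins plus one bare bead set; values are compound well signal with DMSO vehicle wells as background; inactives centre near 16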
Numbers without * were called inactive. This is a random part of the collection. Share with any hit: about 3.3%.

`NC(=O)CC(NC(=O)Cc1ccc(Br)cc1)c1ccc(NCCc2ccccc2F)c([N+](=O)[O-])c1` (stereo unspecified) gave Mcl1 Noxa PPI -5.1, Mcl1 Bid PPI 7.0, RGS4-Gao reg 102.7, RGS8-Gao 103.2, RGS7-Gao reg inconclusive and Avidin fluor 8.
Screening CC(=O)Nc1ccc(S(=O)(=O)NCC(=O)OC(C)c2ccccc2Cl)cc1 (stereo unspecified) returned Mcl1 Noxa PPI -6.5, Mcl1 Bid PPI -6.2, ABCB1 block 1.5, Mcl-1 Bim block -1.0, RGS4-Gao reg 105.6, RGS8-Gao 107.1, RGS7-Gao reg 108.7, Avidin fluor 7, ABCG2 block 11.2, Pf gametocyte 13.8 and GSH fluor 11.
`Cn1cc(CCC(=O)N2CCCC(C(=O)c3ccc(C(C)(C)C)cc3)C2)cn1` (stereo unspecified) gave Mcl1 Noxa PPI 8.4, Mcl1 Bid PPI -44.0, ABCB1 block 1.6, Mcl-1 Bim block -1.0, RGS4-Gao reg 97.5, RGS8-Gao 98.1, RGS7-Gao reg 101.7, Avidin fluor 7, ABCG2 block 2.7, Pf gametocyte 6.8 and GSH fluor 18.
`COc1ccc(NS(=O)(=O)c2ccc(NC(=O)c3ccc(N(C)S(C)(=O)=O)cc3)cc2)cc1` gave Mcl1 Noxa PPI 7.8, Mcl1 Bid PPI -7.3, ABCB1 block -1.3, Mcl-1 Bim block -4.0, RGS4-Gao reg 97.9, RGS8-Gao 94.6, RGS7-Gao reg 96.3, Avidin fluor 8, ABCG2 block -7.5, Pf gametocyte 17.5 and GSH fluor 20.
Screening O=C(CN1C(=O)c2ccccc2C1=O)NCC(=O)OCC(=O)c1cccc([N+](=O)[O-])c1 returned Mcl1 Noxa PPI -4.1, Mcl1 Bid PPI -12.3, ABCB1 block 0.3, Mcl-1 Bim block -2.0, RGS4-Gao reg 97.8, RGS8-Gao 96.4, RGS7-Gao reg 95.8, Avidin fluor 9, ABCG2 block 1.2, Pf gametocyte 0.5 and GSH fluor 16.
CCOC(=O)C1CCCN(Cc2c(C(=O)N3CCCCC3)nc3c(C)cccn23)C1 (stereo unspecified) was read as Mcl1 Noxa PPI 6.3, Mcl1 Bid PPI -31.4, ABCB1 block 1.2, Mcl-1 Bim block -1.0, RGS4-Gao reg 104.2, RGS8-Gao 100.2, RGS7-Gao reg 105.9, Avidin fluor 9, ABCG2 block 1.9, Pf gametocyte 11.9 and GSH fluor 18.
Screening O=C(NCCCN1CCOCC1)c1c(O)c2ccccc2[nH]c1=O returned Mcl1 Noxa PPI 8.8, Mcl1 Bid PPI -5.2, ABCB1 block 0.8, Mcl-1 Bim block -3.0, RGS4-Gao reg 102.0, RGS8-Gao 103.8, RGS7-Gao reg 97.3, Avidin fluor 17, ABCG2 block 4.8 and GSH fluor 18.
For CC(C)=CC(=O)OCC(=O)Nc1ccc(Cl)cn1 the results were Mcl1 Noxa PPI 5.0, Mcl1 Bid PPI -8.1, ABCB1 block 0.1, Mcl-1 Bim block 0.0, RGS4-Gao reg 102.3, RGS8-Gao 104.9, RGS7-Gao reg 104.8, Avidin fluor 10, ABCG2 block 4.2 and GSH fluor 43.
`N#C/C(=C\c1ccc2c(c1)OCO2)C(=O)NCc1ccco1` gave Mcl1 Noxa PPI -2.5, Mcl1 Bid PPI -15.7, ABCB1 block 0.6, Mcl-1 Bim block -1.0, RGS4-Gao reg 99.1, RGS8-Gao 101.6, RGS7-Gao reg 101.6, Avidin fluor 13, ABCG2 block 6.1, Pf gametocyte 0.5 and GSH fluor 15.
Screening Cc1c(NC(=O)CN2C(=O)NC(C)(c3ccc4c(c3)OCCO4)C2=O)c(=O)n(-c2ccccc2)n1C (stereo unspecified) returned Mcl1 Noxa PPI 9.9, Mcl1 Bid PPI -19.9, ABCB1 block 0.5, Mcl-1 Bim block -6.0, RGS4-Gao reg 96.2, RGS8-Gao 100.8, RGS7-Gao reg 98.0, Avidin fluor 22, ABCG2 block 9.5, Pf gametocyte -2.6 and GSH fluor 11.
For O=S(=O)(c1ccc(Cl)cc1)N1CCCC(C(F)(F)F)C1 (stereo unspecified) the results were Mcl1 Noxa PPI -2.5, Mcl1 Bid PPI -20.3, ABCB1 block 1.0, Mcl-1 Bim block -2.0, RGS4-Gao reg 100.2, RGS8-Gao 98.2, RGS7-Gao reg inconclusive, Avidin fluor 9, ABCG2 block 15.0, Pf gametocyte 2.9 and GSH fluor 16.
For COc1ccc(C(=O)CC2SC(N)=NC2=O)cc1 (stereo unspecified) the results were Mcl1 Noxa PPI -0.2, Mcl1 Bid PPI -22.8, RGS4-Gao reg 99.2, RGS8-Gao 96.7, RGS7-Gao reg inconclusive, Avidin fluor 7 and Pf gametocyte 3.9.
Screening CCOc1ccc(NC(=O)CC2CC(C)(C)OC2=O)cc1 (stereo unspecified) returned Mcl1 Noxa PPI 10.0, Mcl1 Bid PPI -27.6, ABCB1 block 0.0, Mcl-1 Bim block 0.0, RGS4-Gao reg 91.0, RGS8-Gao 97.3, RGS7-Gao reg 94.1, Avidin fluor 23, ABCG2 block 0.3 and GSH fluor 10.
For CCCOc1ccc(N2C(=O)CC(N3CCC(c4nncn4CC)CC3)C2=O)cc1 (stereo unspecified) the results were Mcl1 Noxa PPI 3.2, Mcl1 Bid PPI 5.9, ABCB1 block 0.6, Mcl-1 Bim block -3.0, RGS4-Gao reg 97.0, RGS8-Gao 97.6, RGS7-Gao reg 94.8, Avidin fluor 13, ABCG2 block 2.3, Pf gametocyte 9.2 and GSH fluor 27.
COc1ccc(-n2ncc3c(NCc4ccc5c(c4)OCO5)ncnc32)cc1 was read as Mcl1 Noxa PPI 8.2, Mcl1 Bid PPI -3.6, ABCB1 block 0.5, Mcl-1 Bim block 0.0, RGS4-Gao reg 96.3, RGS8-Gao 100.1, RGS7-Gao reg 95.1, Avidin fluor 35, ABCG2 block 2.8, Pf gametocyte 7.0 and GSH fluor 46.
`O=c1nc2c(-c3ccccc3F)n[nH]n2c2ccccc12` gave Mcl1 Noxa PPI -1.9, Mcl1 Bid PPI 12.3, ABCB1 block 0.4, Mcl-1 Bim block 0.0, RGS4-Gao reg 103.7, RGS8-Gao 100.8, RGS7-Gao reg 101.4, Avidin fluor 10, ABCG2 block 3.7 and GSH fluor 14.
Screening CC(=O)C1=C(C)NC2(O)c3ccccc3C(=O)C12O (stereo unspecified) returned Mcl1 Noxa PPI -8.0, Mcl1 Bid PPI -21.5, ABCB1 block 0.0, Mcl-1 Bim block -3.0, RGS4-Gao reg 93.3, RGS8-Gao 96.0, RGS7-Gao reg 91.0, Avidin fluor 22, ABCG2 block 0.3, Pf gametocyte 10.9 and GSH fluor 7.
Screening C=CCn1cc(/C=N/NC(=O)COc2cccc3cccnc23)c2ccccc21 returned Mcl1 Noxa PPI 66.3*, Mcl1 Bid PPI 89.0*, ABCB1 block 0.1, Mcl-1 Bim block 0.0, RGS4-Gao reg 98.5, RGS8-Gao 100.2, RGS7-Gao reg 101.1, Avidin fluor 12, ABCG2 block 2.9 and GSH fluor 12.
For COc1ccc(NC(=O)N2CCCC2C(=O)Nc2ccccc2)cc1 (stereo unspecified) the results were Mcl1 Noxa PPI 1.2, Mcl1 Bid PPI -4.2, ABCB1 block -0.1, Mcl-1 Bim block -7.0, RGS4-Gao reg 100.6, RGS8-Gao 100.6, RGS7-Gao reg 100.1, Avidin fluor 32, ABCG2 block 0.0 and GSH fluor 22.
C#CCOC(=O)/C(=C/c1ccc(F)cc1)NC(C)=O was read as Mcl1 Noxa PPI 10.8, Mcl1 Bid PPI -15.1, ABCB1 block -0.2, Mcl-1 Bim block 0.0, RGS4-Gao reg 95.4, RGS8-Gao 92.1, RGS7-Gao reg 96.0, Avidin fluor 12, ABCG2 block 0.8 and GSH fluor 13.
COc1ccc(NC(=O)C2CCCN2C(=O)NCc2ccccc2)c(OC)c1 (stereo unspecified) was read as Mcl1 Noxa PPI -7.5, Mcl1 Bid PPI -18.5, ABCB1 block 1.5, Mcl-1 Bim block -6.0, RGS4-Gao reg 88.4, RGS8-Gao 93.1, RGS7-Gao reg 88.5, Avidin fluor 11, ABCG2 block 15.3 and GSH fluor 30.
Screening Cc1nn(-c2cc(Cl)ccc2N)c(=O)c2ccccc12 returned Mcl1 Noxa PPI -8.9, Mcl1 Bid PPI -2.5, ABCB1 block 0.6, Mcl-1 Bim block 1.0, RGS4-Gao reg 102.7, RGS8-Gao 101.4, RGS7-Gao reg 101.3, Avidin fluor 36, ABCG2 block 4.0 and GSH fluor 13.
`O=C(Nc1c(F)cc(F)cc1Br)c1ccco1` gave Mcl1 Noxa PPI 6.8, Mcl1 Bid PPI 1.2, ABCB1 block 0.2, Mcl-1 Bim block 0.0, RGS4-Gao reg 100.8, RGS8-Gao 102.8, RGS7-Gao reg 96.3, Avidin fluor 9, ABCG2 block 0.2 and GSH fluor 17.
For Clc1ccc(-n2ncc3c(NCc4cccs4)ncnc32)cc1 the results were Mcl1 Noxa PPI -21.6, Mcl1 Bid PPI -21.8, ABCB1 block 0.3, Mcl-1 Bim block -3.0, RGS4-Gao reg 98.7, RGS8-Gao 96.7, RGS7-Gao reg 103.4, Avidin fluor 13, ABCG2 block 2.9 and GSH fluor 15.
For COC(=O)c1ccccc1N(C)C(=O)C12CCC(C)(C(=O)O1)C2(C)C (stereo unspecified) the results were Mcl1 Noxa PPI -3.7, Mcl1 Bid PPI -6.8, ABCB1 block 0.6, Mcl-1 Bim block 1.0, RGS4-Gao reg 98.3, RGS8-Gao 100.0, RGS7-Gao reg 97.3, Avidin fluor 6, ABCG2 block 0.6, Pf gametocyte 6.9 and GSH fluor 32.
CCOC(=O)c1[nH]c2cc3c(cc2c1NC(=O)CN1CC(C)CC(C)C1)OCO3 (stereo unspecified) was read as Mcl1 Noxa PPI -10.0, Mcl1 Bid PPI -28.6, ABCB1 block 0.5, Mcl-1 Bim block 1.0, RGS4-Gao reg 100.5, RGS8-Gao 99.7, RGS7-Gao reg 96.9, Avidin fluor 36, ABCG2 block 0.9, Pf gametocyte 29.3 and GSH fluor 13.
Screening CC(=O)C1=C(C)Nc2ncnn2C1c1ccccc1OCc1ccccc1 (stereo unspecified) returned Mcl1 Noxa PPI 18.3, Mcl1 Bid PPI 16.9, ABCB1 block 1.1, Mcl-1 Bim block -4.0, RGS4-Gao reg 100.3, RGS8-Gao 100.6, RGS7-Gao reg 101.7, Avidin fluor 10, ABCG2 block 0.5 and GSH fluor 34.
